Screening results deposited in PubChem by NCI.
Growth percent in the NCI-60 one-dose screen (48 h, 10 µM unless noted): 100 = growth as untreated, 0 = no growth, -100 = all killed.
HL-60(TB): HL-60(TB) leukemia cells. 78,000 compounds, 9% hits; active = growth percent below 10
* marks the source's active call; other numbers are inactive results; & = joins results of further samples; [ ] = another dose, or the depositor's remark. This is a subset; the hit share may differ from the screen's.

SMILES	HL-60(TB)
O=C1c2ccccc2C(=O)c2c(N/N=C3\SC(=Nc4ccccc4)N(c4ccccc4)C3=S)cccc21	99
CN1CCN(c2nc(N)cc(=O)[nH]2)CC1	97
CCCCNc1nc(N)ncc1[N+](=O)[O-]	111
O=C1/C=C(/c2cc3ccccc3o2)Nc2ccccc2NC1=O	56
COc1ccc2c(c1)C(C)Cc1c(ncnc1-n1cnc3cc(C)ccc31)N2C (stereo unspecified)	-26*
COC(=O)C1=NN(c2ccccc2)C2C3N(c4ccccc4)N=C(C(=O)OC)N3c3c(C)cccc3N12 (stereo unspecified)	115
O=c1c2cccc3c(Nc4c(F)cccc4F)ccc(c32)c2nc3ccccc3n12	86
CCCCCCCCCCCCOC(=O)OC1CCC2(C)C(=CCC3C2CCC2(C)C(C(C)CCCC(C)C)CCC32)C1 (stereo unspecified)	104
CCOC(=O)N1CCC2(CC1)NC(=O)c1ccccc1N2	95
O=C(NNC(=O)c1ccc(NC(=O)c2ccccn2)cc1)Nc1ccccc1	101
Nc1nn(C(=O)c2ccc(Cl)cc2)cc1-c1ccc(Cl)cc1	65
CCCCCCCCN(CC)CC	51
COc1ccc(C=Nc2ccc([N+](=O)[O-])cc2)cc1	90
CCOC(=O)CC1(C)c2nc(NC(C)=O)sc2Cc2sc(NC(C)=O)nc21	110
Cc1ccc(-c2c(-c3nc4ccccc4s3)c(N)nc3c(N=Nc4ccccc4)c(N)nn23)cc1	114
CC(=O)OCC1OC(n2c(Br)nc3c(=O)[nH]c(N)nc32)C(OC(C)=O)C1OC(C)=O (stereo unspecified)	118
O=C(CCSCCC(=O)N/N=C/c1cccc(Cl)c1)N/N=C\c1cccc(Cl)c1	78
O=C(Cc1ccc(Nc2ccnc(C(F)(F)F)c2)cc1)N/N=C/c1ccccc1O	69
N#Cc1cccc(-c2nc(N3CCOCC3)c3ccccc3n2)c1	114
Cc1ccc(Cc2cnc(NC(=O)c3ccc4noc(-c5ccccc5)c4c3)s2)cc1	98
CCCCn1sc(=O)n(Cc2ccc(CNC(=O)OCc3ccc4c(Cl)cc(Cl)c(O)c4n3)cc2)c1=O	68
O=S(=O)(c1ccc(F)cc1)N(CCCCCN(S(=O)(=O)c1ccc(F)cc1)S(=O)(=O)c1ccc(F)cc1)S(=O)(=O)c1ccc(F)cc1	103
O=C(OC(C(=O)c1ccc(Cl)cc1)c1ccccc1)c1ccc2ccccc2n1 (stereo unspecified)	106
COCc1ccc2ccccc2n1	116
CCOC(=O)c1cc(-c2cccc(Cl)c2)nc2ccccc12	88

Next section, starting with the last five of the part before.
SMILES	HL-60(TB)
CCCCn1sc(=O)n(Cc2ccc(CNC(=O)OCc3ccc4c(Cl)cc(Cl)c(O)c4n3)cc2)c1=O	68
O=S(=O)(c1ccc(F)cc1)N(CCCCCN(S(=O)(=O)c1ccc(F)cc1)S(=O)(=O)c1ccc(F)cc1)S(=O)(=O)c1ccc(F)cc1	103
O=C(OC(C(=O)c1ccc(Cl)cc1)c1ccccc1)c1ccc2ccccc2n1 (stereo unspecified)	106
COCc1ccc2ccccc2n1	116
CCOC(=O)c1cc(-c2cccc(Cl)c2)nc2ccccc12	88
O=C1CCC(NNC(=O)c2ccccc2)N1 (stereo unspecified)	99
COc1ccc(C(=O)c2sc3nc(-c4cnccn4)cc(-c4cccs4)c3c2N)cc1	92
O=C1c2ccccc2C(=O)N1Cc1nnnn1-c1ccc(Br)cc1	99
CCOC1=CC(=O)O[C@]2(CC[C@@]3(C)[C@@H](CC[C@@H]4[C@@H]3CC[C@]3(C)[C@@H](OC(C)=O)CC[C@@H]43)C2)C1	48
Cc1ccc([N+](=O)[O-])c(C)n1	115
CCc1cc2c(cc1Cn1c(C(=O)O)c(Cc3cccc(C(=O)O)c3)c(=O)c3cc(O)ccc31)OCO2	99
Clc1ccccc1-c1nc2ccccc2[nH]1	74
CCOC(=O)CC(C(=O)OCC)n1c(O)c(C=Nc2cccnc2)sc1=S (stereo unspecified)	118
c1ccc(-c2ccc(C(c3ccccc3)n3ccnc3)cc2)cc1 (stereo unspecified)	48
N=C1SCC(=O)N1c1ncc(Cc2cccc(Cl)c2Cl)s1	100
Nc1nc2ncccc2n2cc3ccccc3c12	80
O=C(NOC[C@H](O)CO)c1ccc(F)c(F)c1Nc1ccc(I)cc1F	6.7*
CC(=O)c1ccc[n+](C)c1	86
O=C(NNc1nc2cc(F)ccc2n2c(CN3CCCC3)ccc12)c1cnccn1	-31*
CCN(CC)CCOC(=O)Nc1c(C(C)C)cccc1C(C)C	101
CN(C)c1ccc(/C=C2\S/C(=N\N=C(c3ccccc3)c3ccccc3)NC2=O)cc1	86
Clc1ccc2c(c1)C=C1CCCC3=Cc4cc(Cl)ccc4OC13O2	94
O=C(O)c1ccc(-n2cc(/C=N/Nc3ccc(Br)cc3)c(-c3cc4ccccc4oc3=O)n2)cc1	74
COc1ccc(/C(=C/c2cc(OC)c(OC)cc2[N+](=O)[O-])C(=O)O)cc1	98
COc1cc2c3c(c1)nc(C)n3CCC2	100
COc1cc(-c2cc(/C=C/C(=O)c3ccc(N)cc3)[nH]n2)cc(OC)c1OC	13
CN(C)CCOc1nc2c3ccncc3cc(-c3cccc(Cl)c3)c2c2cnccc12	33
c1ccc2cc(C3CC3)ccc2c1	103
Cc1nn(-c2ccccc2)c(N2CCCCC2)c1-c1nc2ccc([N+](=O)[O-])cc2[nH]1	79
Cn1ccnc1C(=O)/C=C/c1ccc(NC(=O)c2ccc(S(F)(F)(F)(F)F)cc2)cc1	31

Arranged by formula weight (rising): part of the list above.
SMILES	HL-60(TB)
COCc1ccc2ccccc2n1	116
Clc1ccc2c(c1)C=C1CCCC3=Cc4cc(Cl)ccc4OC13O2	94
O=C1c2ccccc2C(=O)N1Cc1nnnn1-c1ccc(Br)cc1	99

Going on with the list:
SMILES	HL-60(TB)
Cn1c(=O)c2[nH]c(CCCCCCCCc3nc4ccccc4[nH]3)nc2n(C)c1=O	71&59
Cc1nn(-c2ccc(Cl)cc2)c(=O)n1CCOc1ccc(Cl)c2cccnc12	110
O=[N+]([O-])c1ccc(C2CC(c3ccccc3)=Nc3ccccc3S2)cc1 (stereo unspecified)	36
NC(=S)N=C(N)N	89
CC(=O)Nc1ccc(S(=O)(=O)N(CCOc2ccc(/C(N)=N/Cl)cc2)CCOc2ccc(/C(N)=N\Cl)cc2)cc1	84
N[C@@H](C(=O)N[C@@H]1C(=O)N2C(C(=O)O)=C(Cl)CS[C@H]12)c1ccccc1	107
CN(Nc1ccccc1)C(=O)C1CCC(=O)N1C (stereo unspecified)	95
Cc1ccc(C(=O)C(c2c[nH]c3ccccc23)c2c[nH]c3ccccc23)cc1	17
CCCCCCSc1nnc(-c2c(C)nc3ccc(C)cn23)o1	92
Cc1cc(NCCN2CCCCC2)c2ccc3ccccc3c2n1	70
CN(C)c1ncnc2[nH]ncc12	112&98
N#Cc1c(N)n(C2OC(CO)C(O)C2O)c2ncnc(N)c12 (stereo unspecified)	-67*
CCOC(=O)/C=C/COC(=O)[C@@H]1CCCN1C(=O)CN	95
CC(C)CC(NC(=O)C(Cc1c[nH]c2ccccc12)NC(=O)OC(C)(C)C)C(=O)NN (stereo unspecified)	105
Cc1coc2c1CCC(C)C2 (stereo unspecified)	82
CCc1cc2n(n1)-c1ccc(C(=O)OC)cc1Oc1ccccc1-2	101
CCOC(=O)c1c(Nc2ccc(OC)cc2)n[nH]c1C	108
CCCNC(=O)NCN1C(=O)c2cccc3cccc(c23)C1=O	95
COC(=O)[C@]1(C)CCC[C@]2(C)[C@H]3C[C@H]4C(C(C)C)=C[C@]3(CC[C@H]21)[C@@H]1C(=O)CC[C@H](OCCC#N)[C@@H]14	113
Cc1ccc2c(c1)/C(=N/c1nc(-c3ccc(O)cc3)cs1)C(=O)N2	84
Brc1ccc(Br)cc1	110
COc1cc(OC)c(/C=C/S(=O)(=O)Cc2ccc(OC)c(NCC(=O)NO)c2)c(OC)c1	-14*
O=C1NC(=O)C(c2coc3ccc(O)cc23)=C1c1c[nH]c2ccccc12	70
O=c1[nH]c2ccc(Cl)cc2cc1CSc1nccc(-c2ccc(-c3ccccc3)cc2)n1	113
C[n+]1cccc(C(=O)NN)c1	88

Given as labelled records: 4 of the compounds above
COC(=O)[C@]1(C)CCC[C@]2(C)[C@H]3C[C@H]4C(C(C)C)=C[C@]3(CC[C@H]21)[C@@H]1C(=O)CC[C@H](OCCC#N)[C@@H]14
  HL-60(TB): 113

Cc1ccc2c(c1)/C(=N/c1nc(-c3ccc(O)cc3)cs1)C(=O)N2
  HL-60(TB): 84

Brc1ccc(Br)cc1
  HL-60(TB): 110

COc1cc(OC)c(/C=C/S(=O)(=O)Cc2ccc(OC)c(NCC(=O)NO)c2)c(OC)c1
  HL-60(TB): -14*

Remaining list, next part:
SMILES	HL-60(TB)
C=CCN(CC=C)S(=O)(=O)c1ccccc1	98
O=C(/C(=N/O)S(=O)(=O)c1ccccc1)c1ccc(Cl)cc1	84
COC(c1cc2c(cc1Br)OCO2)C(C)Br (stereo unspecified)	111
CCOc1ccc(-n2nc(C(=O)NCc3cccc(C)c3)nc2-c2cc(OC)c(OC)c(OC)c2)cc1	91
CC(=O)[C@H]1CC[C@H]2[C@@H]3CC[C@@H]4CC(=O)CC[C@]4(C)[C@H]3C[C@H](O)[C@]12C	112
O=C(C[n+]1ccccc1Br)c1ccccc1	99
COc1ccc(NC(=S)Nc2ccc(OC)cc2)cc1	85
COc1ccc(-c2c(C(N)=O)c(N)n(Cc3nc4ccccc4[nH]3)c(=O)c2C#N)c(OC)c1	106
O=C1Cn2c(nc3ccccc32)N1	105
COc1cc2c(c(OC)c1OC)C(=O)CC(c1cccc(NC(=O)c3cccc(N)c3)c1)O2 (stereo unspecified)	86
CC(C)CCOCC(O)CNCCN (stereo unspecified)	103
O=C1Nc2ccc(F)cc2/C1=N/c1nnc(Sc2ccc3[nH]ccc3c2)s1	98
C=C1C(=O)O[C@H]2[C@H]1CC/C(Cn1cc(CNCCc3c[nH]c4ccc(OC)cc34)nn1)=C\CC[C@@]1(C)O[C@@H]21	83
Cc1ccc2c(n1)C(=O)C(Cl)=C(Nc1ccc(C(=O)OC(C)(C)C)cc1)C2=O	4.9*[9.25 µM]
CC(C)CN[C@H]1CS(=O)(=O)C[C@@H]1S(=O)(=O)c1ccc(Cl)cc1	69
CSC1=Nc2c(c(C)c(C)n2CCCCCC(=O)O)C2=NC(=O)CN12	96
CCOC(=O)/C=C\C(=O)O	110
O=S(=O)(NCCCNc1nccc(-c2[nH]c(-c3ccccc3)nc2-c2ccc(F)c(O)c2)n1)c1ccccc1	91
Cn1cnc([N+](=O)[O-])c1Sc1ncnc2c1ncn2C1OC(CO)C(O)C1O (stereo unspecified)	85
CC(C)C1=CC2=CC[C@@H]3[C@](C)(CCC[C@@]3(C)C(=O)OCC#Cc3ccc([N+](=O)[O-])cc3)[C@H]2CC1	70
C=C1CC[C@H](C(C)C)[C@@H]2[C@H]1[C@H]1CC(=C)[C@@H](O)CC[C@@](C)(O)[C@@H]2O1	103
N=c1c2c(-c3ccccc3)c(-c3ccccc3)oc2ncn1NC(=O)c1cccnc1	100
CCCCOC(=O)C(=O)OCCCC	98
O=C(O)CCc1c[nH]c2ccc(N(CCCl)CCCl)cc12	49
CCCCCCCSc1ccc(C(=O)O)cc1	99
Next part
SMILES	HL-60(TB)
CS(=O)(=O)c1ccc(-c2nc3cc(Cl)ccc3n2CC(=O)NN)cc1	97
COc1ccc(-c2csc(/N=C3\C(=O)Nc4ccc(C)cc43)n2)cc1	109
COCn1c(C(=O)OC)cc2oc(/C=C3/NC(=S)NC3=O)cc21	88
CC(C)=CCCC1=C2[C@H](C[C@@]3(C)[C@H]2C/C(=N\O)[C@H]2[C@@]4(C)CC/C(=N\O)[C@@H](C)[C@@H]4CC[C@@]23C)OC1=O	105
CC1=CC(C)C(=O)N(C)C(C)=C1 (stereo unspecified)	99
CC(=O)NCC1(c2ccccc2)CCN(CC2COc3ccccc3O2)CC1 (stereo unspecified)	101
CC(C)C[C@H](C(=O)N[C@@H](C)C(N)=O)N1CC=CCN(O)S1(=O)=O	110[5 µM]
CCOc1cccc(N(CCN(C)C)C(=O)C(c2ccccc2)c2ccccc2)c1	97
Nc1nc(N)c2c(n1)NC(c1ccccc1)CC(c1ccc(Nc3nc(NCCO)nc(Nc4ccc(Cl)cc4)n3)cc1)=N2 (stereo unspecified)	2.6*
N#Cc1cccc(-c2cc(-c3ccc4c(c3)OCCO4)[nH]n2)c1	6.1*
CC/C(C)=N\O	92
CCCCCCC1OCCN1CC (stereo unspecified)	96
COc1ccc(-c2nc3sccn3c2-c2ccnc(NCCCNS(=O)(=O)c3ccc4ccccc4c3)n2)cc1	66
CN(C)S(=O)(=O)c1ncnc2nc[nH]c12	102
CCOC(=O)c1c(NCC(=O)Nc2ccccc2)sc2c1CCCC2	106
Cc1ccccc1CCO	100
OCCOc1ccc(-c2cc(-c3ccccn3)nc(-c3ccccn3)c2)cc1	-36*
CC1=C(C(=O)Nc2ccccc2)C(c2ccc3c(c2)OCO3)NC(=O)N1 (stereo unspecified)	113
NC1=NN=C(N)C1=Cc1cc2ccccc2n2nnnc12	97
O=C(Nc1cccc(-n2cc(-c3ccncc3)c(-c3ccc(O)c(Cl)c3)n2)c1)Nc1ccc(Cl)c(C(F)(F)F)c1	-2.7*
COc1ccc(C(=O)/C=C/c2cccs2)c(O)c1	117
O=C(Nc1ccc(Cl)cc1Cl)Nc1ccc(-c2cccnc2)cc1N1CCC(CO)CC1	6.3*
N=C(N)c1ccc(-c2ccc(-c3cc(Cl)cc(Cl)c3)s2)nc1	-7.0*
